Assay outcomes from PubChem.
D2 PAM = D2 dopamine receptor (human) potentiation | HEK293 T-REx D2, calcium flux, EC20 dopamine potentiation | potentiation, % at 10 µM | P14416 | actives 0.34% (n = 340,000) | AID 485347;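 active means potentiation over 3 SD above the plate norm, cut at about 30% in these data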; further: 0% is about no effect
Target sequence (P14416 whole entry, looked up): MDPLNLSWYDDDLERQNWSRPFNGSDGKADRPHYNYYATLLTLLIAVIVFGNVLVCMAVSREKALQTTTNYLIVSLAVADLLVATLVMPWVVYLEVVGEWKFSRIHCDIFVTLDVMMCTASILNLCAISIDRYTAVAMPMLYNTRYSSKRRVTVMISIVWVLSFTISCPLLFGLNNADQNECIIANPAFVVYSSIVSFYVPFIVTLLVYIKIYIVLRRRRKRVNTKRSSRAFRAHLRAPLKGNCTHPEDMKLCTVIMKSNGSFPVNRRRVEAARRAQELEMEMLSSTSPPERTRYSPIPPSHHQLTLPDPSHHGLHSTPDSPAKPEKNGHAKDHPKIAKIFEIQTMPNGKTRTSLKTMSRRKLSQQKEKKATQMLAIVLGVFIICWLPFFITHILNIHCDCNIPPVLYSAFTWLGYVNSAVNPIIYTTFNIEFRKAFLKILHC
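Tetracycline-induced HEK293 T-REx cells force-coupled to calcium signalling expressed D2; compounds were pin-added after a 10 s baseline, read kinetically 180 s, then an EC20 dopamine challenge followed with a further 180 s calcium read.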
D2 antag = D2 dopamine receptor (human) antagonism | inhibition, % at 10 µM | actives 2% (n = 340,000) | AID 485344 | HEK293 TREx D2 cells, calcium flux, dopamine EC80; in the data active means inhibition above about 30%; further: 0% is about no effect
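Inhibition of EC80 dopamine-driven calcium flux, recorded kinetically, defines activity here; cells are a tetracycline-induced HEK293 T-REx line expressing force-coupled D2.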
D1 PAM = human D1 dopamine receptor positive modulation | P21728 | HEK293 TREx D1 cells, calcium flux, dopamine EC20 potentiation | potentiation, % at 10 µM | actives 0.036% (n = 360,000) | AID 504651; in the data active means potentiation above about 30%; further: 0% is about no effect
Target sequence (P21728 whole entry, looked up): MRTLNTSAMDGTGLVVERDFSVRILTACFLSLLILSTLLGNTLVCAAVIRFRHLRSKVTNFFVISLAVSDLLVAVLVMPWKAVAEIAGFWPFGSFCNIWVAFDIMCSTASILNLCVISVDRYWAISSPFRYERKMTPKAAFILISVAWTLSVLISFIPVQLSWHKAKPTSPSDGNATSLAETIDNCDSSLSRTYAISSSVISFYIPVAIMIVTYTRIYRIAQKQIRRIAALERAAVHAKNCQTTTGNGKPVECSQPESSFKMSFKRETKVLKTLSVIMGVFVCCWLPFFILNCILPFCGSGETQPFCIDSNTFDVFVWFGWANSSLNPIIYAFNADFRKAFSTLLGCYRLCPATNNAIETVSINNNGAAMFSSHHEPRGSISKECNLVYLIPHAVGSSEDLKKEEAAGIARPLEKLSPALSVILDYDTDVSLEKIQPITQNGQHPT
D2 agonist = activates the human D2 dopamine receptor; P14416; HEK293 T-REx D2 cells, calcium flux agonist mode; activation, % at 2 µM; actives 0.53% (n = 340,000); AID 485358;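 active means activation over 3 SD above normal in the single-dose calcium agonist read, cut at about 30% in these data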; further: 0% is about no effect
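Tetracycline-induced HEK293 Trex cells with D2 receptor force-coupled to calcium signaling, plated overnight at 30 C and loaded with no-wash calcium dye. Calcium flux read kinetically for 180 s after compound addition; responses flag agonists.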
TRHR PAM = TRH receptor (human) allosteric enhancement. TRHR cells, fluo-8 calcium fluorescence, EC20 TRH enhancement. enhancement, % at 2 µM. actives 0.66% (n = 360,000). AID 493056; in the data active means enhancement above about 30%; further: 0% is about no effect
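Enhancer read-out: after compound pinning and an initial kinetic agonist-mode read, an EC20 of TRH (10 nM final) was injected and fluo-8 calcium signal (Ex 480/Em 530) followed at 1 s/cycle for 100 cycles in TRHR-expressing cells.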
D1 agonist = agonists of human D1 dopamine receptor. P21728. HEK293 T-REx D1 cells, calcium flux, agonist mode. activation, % at 2 µM. actives 1% (n = 360,000); further: 0% is about no effect
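Tetracycline-induced HEK293 TREx D1 cells, force-coupled to calcium signalling, were dye-loaded with a no-wash calcium kit. Compound was pin-added after a 10 s baseline. Fluorescence was read kinetically at 1 cycle/s for 180 s, with calcium rises flagged as agonism.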
D1 antagonist = blocks dopamine activation of the human D1 receptor | P21728 | HEK293 TREx D1 cells, calcium flux, dopamine EC80; stronger effect = lower value | activity change, negative = inhibition, % at 10 µM | actives 3.2% (n = 360,000); in the data active means activity change below about -30%; further: on the % scale 0 is the no-effect control and ±100 the full control effect
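Tetracycline-induced HEK293 Trex D1 cells, force-coupled to calcium, dye-loaded; compounds added and read 180 s, then EC80 dopamine added and calcium flux tracked kinetically another 180 s.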
RXFP1 antag = antagonists of human relaxin receptor RXFP1 | Q9HBX9 | HEK293-RXFP1, relaxin-stimulated cAMP HTRF, 30 min; stronger effect = lower value | activity change, negative = inhibition, % at 57.5 µM | actives 0.59% (n = 350,000) | AID 1259400;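 active means activity change of -60% or lower, but not beyond a set lower limit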; further: on the % scale 0 is the no-effect control and ±100 the full control effect
TRHR agonist = agonists of human TRH receptor. P34981. TRHR cells, calcium flux fluo-8, FDSS agonist mode. activation, % at 2 µM. actives 0.18% (n = 360,000). AID 493084; further: 0% is about no effect
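In this calcium-flux screen, cells bearing human TRHR are dye-loaded with fluo-8, baselined for 10 cycles, then exposed to library compounds; positive kinetic calcium responses during the agonist phase mark hits, with TRH as control.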
Active calls of the source: *; nt = no result given; & = joins results of further samples. Unless noted, no stated cut-off is given here; in the data, active means activation above about 30%; inactive means the rest.

SMILES	D2 PAM	D2 antag	D1 PAM	D2 agonist	TRHR PAM	D1 agonist	D1 antagonist	RXFP1 antag	TRHR agonist
Cc1ccc(SCC(=O)N(C)CC(=O)Nc2cccc(F)c2)cc1	-13	5	-14	0.0	-6	3	-11	-11	0.0
O=C(/C=C\c1ccccc1[N+](=O)[O-])Nc1ccccc1	-6	5	-2	-0.4	2	1	-14	-3	1.0
CCc1ccc(C(N)=S)cc1	0	-2	-1	-1.1	-1	3	-10	-8	-1.6
Cc1ccc(C(=O)OC2=CC(=O)CC(C)(C)C2)cc1	4	-16	-6	-0.2	9	4	-8	2	-1.3
C[C@H](C(=O)O)c1n[nH]c(=O)c2ccccc12	-6	9	-3	0.2	0	5	-1	8	0.1
Cc1cccn2c(=O)c(/C=N/O)c(N3CCCCC3)nc12	0	7	7	0.5	-13	0	4	-9	1.3
Cc1ccc(/C=C2/N=C(c3ccccc3)NNC2=O)cc1	nt	nt	-1	nt	1	4	-1	-9	0.7
COc1ccc(CCNC(=S)Nc2ccc(S(=O)(=O)Nc3ncccn3)cc2)cc1OC	6	6	1	0.6	0	5	-17	2	-0.4
COc1ccc(N(C(=O)COc2ccccc2OC)S(=O)(=O)c2ccc(Cl)cc2)cc1	6	nt	-2	-1.2	6	0	-16	nt	0.0
COc1ccc(OC)c(NC(=O)N2CCC(N3CCN(Cc4ccc(F)cc4)C(=O)C3=O)CC2)c1	-2	nt	-1	-0.5	-3	-2	-2	2	0.7
CCN(CC)CCNC(=O)c1ccc(NC(=O)c2ccc3c(c2)CCC3)cc1	-15	8	-12	1.3	10	3	-28	10	1.2
CCc1ccc(NC(=O)CN2C(=O)CC(C)S(=O)(=O)c3ccccc32)cc1 (stereo unspecified)	-2	15	-3	-0.1	13	0	-32*	-2	0.4
COc1ccc(CC(=O)NNC2=Nc3cccc4cccc2c34)cc1OC	-30	1	10	-0.4	0	0	-1	-1	0.0
CC(=O)NC(CC(=O)OCC(=O)N1CCN(S(=O)(=O)c2ccc(C)cc2C)CC1)c1ccccc1 (stereo unspecified)	-7	13	8	0.3	0	1	-2	8	-0.7
COc1cc(C)c(NC(=O)C2CCN(S(=O)(=O)c3cccs3)CC2)cc1OC	2	-2	-2	-0.1	-1	2	-5	-3	0.3
Cc1cc(N2CCOCC2)n2nc(C)c(-c3ccc(Cl)cc3)c2n1	1	33*	-4	1.2	-6	1	-13	-1	-0.1
COc1ccc(-c2csc3nc(-c4ccc(F)cc4)oc(=O)c23)cc1OC	3	nt	-5	0.5	1	-1	-2	nt	0.3
CN(C)S(=O)(=O)N1CCC(Cc2ccccc2)CC1	14	-26	2	1.4	-3	-3	7	0	0.7
CCOCCCNC(=O)c1ccc2c(c1)ncn2-c1cccc(C)c1	9	-5	0	-1.2	-1	1	-5	-1	0.2
CC(C)Cn1c(SCC(=O)NC2CCCc3ccccc32)nc(O)cc1=O (stereo unspecified)	1	-3	-1	-0.4	5	2	0	-24	0.7
Cc1cc(C)nc(NC(=O)/C=C/c2ccc3c(c2)OCO3)c1	1	-6	14	0.8	-3	4	52	-7	-0.4
Cc1ccc(-n2nc(C(=O)NCCN(C)C)c(=O)n(C)c2=O)cc1	-6	nt	0	-0.1	-1	1	-11	-1	0.2
CC(C)(C)c1ccc(C2C(C(=O)c3ccco3)=C(O)C(=O)N2CC2CCCO2)cc1 (stereo unspecified)	nt	nt	-8	nt	1	0	4	0	-0.3
COc1ccc(CCC(=O)NNC(=S)Nc2cccc(C(C)=O)c2)cc1	3	-13	0	0.1	2	0	-13	-31	0.8
Cc1ncc(S(=O)(=O)c2ccc(Cl)cc2)c(-c2ccccc2)n1	-1	-3	-4	-1.6	3	0	-2	-14	-0.6
c1ccc2c(c1)Cc1cc3ccccc3nc1-2	nt	nt	-9	nt	3	0	-9	-8	-0.1
Cc1ccc(CNC(=O)c2ccc3c(c2)CCN3S(=O)(=O)c2ccccc2)cc1	-8	nt	1	-0.2	3	5	8	0	1.5
Cc1c(C(=O)N2CCOCC2)oc2ccc(Br)cc12	-2	-7	-1	-0.4	2	3	-5	3	-0.2
CCc1cccc(NC(=O)CCS(=O)(=O)c2cc(Br)cc3c2N(C(C)=O)CC3)c1	17	nt	2	0.0	2	6	5	nt	-0.6
O=C(Cc1c[nH]c2ccccc12)Nc1nnc(C2CC2)s1	-9	1	3	-1.5	10	5	17	10	0.4
C=CCc1cc(Cl)ccc1OCCCn1ccnc1	-7	nt	5	nt	19	14	-6	-7	-0.5
CCC(C)NC(=O)CSc1nnc(-c2c[nH]c3ccccc23)o1 (stereo unspecified)	-8	-4	-5	1.3	5	1	-12	-14	0.0
CN(C)c1ccc(C2SCCN2C(=O)c2ccc([N+](=O)[O-])cc2)cc1 (stereo unspecified)	-5	-8	-7	0.4	-8	0	-12	2	0.0
COc1ccccc1CCc1nnc(CCC(=O)NC(C)Cc2cccc(C)n2)o1 (stereo unspecified)	-1	6	-4	-0.2	-2	2	9	5	-0.2
COC(=O)CCc1c(C)[nH]c(=S)[nH]c1=O	8	0	2	0.1	5	4	11	4	-1.6
O=C(Nc1ccc(Br)cc1F)c1ccc2nsnc2c1	nt	nt	-4	nt	2	4	-33*	9	1.4
COc1cc(NC(=O)C2CC(=O)N(CCc3ccccc3)C2)cc(OC)c1 (stereo unspecified)	10	-3	3	0.1	2	2	-3	17	0.0
CCOC(=O)c1sc(NC(=O)C2CC(=O)N(c3ccccc3C)C2)nc1C (stereo unspecified)	nt	nt	-11	nt	9	1	-5	-3	0.5
COC(=O)c1cc(NC(=O)c2cc(-c3ccc(Cl)cc3)oc2C(F)(F)F)ccc1N1CCOCC1	-2	11	-5	-0.3	-3	2	-8	-2	0.8
COCCNC(=O)c1ccc(Cl)c(Cl)c1	-2	-2	-4	0.1	-6	1	-3	6	0.4

An excerpt from above in order of SMILES length, rising:
SMILES	D2 PAM	D2 antag	D1 PAM	D2 agonist	TRHR PAM	D1 agonist	D1 antagonist	RXFP1 antag	TRHR agonist
COCCNC(=O)c1ccc(Cl)c(Cl)c1	-2	-2	-4	0.1	-6	1	-3	6	0.4
C=CCc1cc(Cl)ccc1OCCCn1ccnc1	-7	nt	5	nt	19	14	-6	-7	-0.5
O=C(Nc1ccc(Br)cc1F)c1ccc2nsnc2c1	nt	nt	-4	nt	2	4	-33*	9	1.4
COC(=O)c1cc(NC(=O)c2cc(-c3ccc(Cl)cc3)oc2C(F)(F)F)ccc1N1CCOCC1	-2	11	-5	-0.3	-3	2	-8	-2	0.8

(next part)
SMILES	D2 PAM	D2 antag	D1 PAM	D2 agonist	TRHR PAM	D1 agonist	D1 antagonist	RXFP1 antag	TRHR agonist
CCOc1ccccc1NC(=O)COC(=O)C1CC(=O)N(c2c(C)cccc2C)C1 (stereo unspecified)	29	-2	8	-1.6	6	6	1	-3	-1.6
CCOC(=O)C(C)Sc1nnc(-c2c[nH]c3ccccc23)n1C (stereo unspecified)	-15	9	-4	0.1	-4	2	-13	-5	0.1
C=CCn1c(SCC(=O)NC(=O)c2cccc([N+](=O)[O-])c2)nnc1-c1ccccc1F	-5	-6	0	0.0	-4	2	-8	-4	-0.9
COc1ccc(OC)c(C(C)NC=O)c1 (stereo unspecified)	0	-1	0	0.2	-4	3	6	3	-0.4
Cc1ccc(-n2c(N)c(C(=O)Nc3c(C)n(C)n(-c4ccccc4)c3=O)c3nc4ccccc4nc32)cc1	-9	-9	-5	-1.1	11	2	-19	3	-1.0
CCOc1ccc(NC(=O)COC(=O)Cn2cnnn2)cc1OCC	16	-6	-2	-1.1	-6	3	27	9	-0.2
Cc1c(Cl)cnc(NC(=O)COC(=O)[C@H](C)NC(=O)c2ccccc2)c1Cl	-3	2	-3	0.2	-1	1	-7	-6	-0.4
COc1ccccc1NC(=O)C1=C(C)Nc2nc(SCc3ccccc3F)nn2C1c1ccncc1 (stereo unspecified)	nt	nt	0	nt	-1	-1	4	nt	-0.4
CCCCc1cc(=O)oc2cc(OCC(=O)N[C@@H](Cc3ccccc3)C(=O)O)ccc12	15	-12	2	-0.1	4	1	15	nt	-0.6
COc1cccc(C(C)NC(=O)C2CCCO2)c1 (stereo unspecified)	10	7	-1	0.4	-8	3	-6	0	0.1
O=c1[nH]c(NCc2ccccc2)nc2c1CCCC2	1	13	0	1.2	3	2	-3	2	-1.3
O=C(CCN1C(=O)S/C(=C\c2ccc(Cl)cc2)C1=O)Nc1ccc(C(=O)O)cc1	8	3	2	0.4	1	1	-13	-9	-0.3
COc1ccc(Cc2nnc(SCC(=O)Nc3ccccc3C)n(N)c2=O)cc1	nt	nt	-4	nt	-1	1	3	-21	-0.2
O=C(/C=C/c1ccccc1)NCC(=O)N/N=C\c1cccnc1	-8	6	-1	-0.5	-4	2	-4	4	0.1
NNc1nc(-c2ccccc2)nc2sc3c(c12)CCCC3	24	-2	18	1.1	1	1	-2	-20	0.5
Cc1cc2c(c(=O)o1)C(c1ccc([N+](=O)[O-])o1)C(C#N)=C(N)O2 (stereo unspecified)	-5	3	3	2.0	3	3	6	-19	0.9
CCCNC(=O)c1ccc(S(N)(=O)=O)cc1	9	-3	2	0.8	8	2	5	-7	0.5
CCOCCn1ccc2c(OCC(=O)Nc3cc(OC)ccc3OC)cccc2c1=O	3	-5	0	0.6	10	-1	-15	-2	0.1
O=C(Nc1ccccc1-c1nnn(CC(=O)N2CCc3ccccc3C2)n1)C1CCC1	21	3	-5	1.2	-8	3	-4	-3	0.1
CC(C)CCNC(=O)C(c1ccco1)N(Cc1cccs1)C(=O)Cn1nnc2ccccc21 (stereo unspecified)	7	-19	-1	-1.6	3	3	-1	nt	0.5
CC(=O)NC(=S)Nc1ccc([N+](=O)[O-])cc1C	15	3	-7	1.3	-9	2	-25	-3	0.5
CC(Oc1cccc(F)c1)c1ccnc2nc(/N=C/N(C)C)nn12 (stereo unspecified)	10	3	-1	-0.2	-3	4	-3	-5	1.6
O=C(COC(=O)c1nc(Cl)ccc1Cl)Nc1ccc(Cl)cn1	5	4	-2	-0.1	2	0	4	-1	0.5
NC(=O)C1CCN(Cc2nc3ccccc3c(=O)[nH]2)CC1	3	-5	-4	0.5	-3	5	-2	-1	0.6
CCOC(=O)c1cccc(NC(=O)CCn2c(=O)oc3ccccc32)c1	-14&4	32*	-10&0	-2.2&-1.0	-2&0	4&11	24&31	-20	-0.6&-1.2
Cc1cc(N)n2nc(-c3ccccc3)c(-c3ccccc3)c2n1	5	-7	-8	0.2	-33	1	10	-1	0.0
[2H]c1c([2H])c([2H])c(-c2nc(N3CCCCCC3)sc2C(=O)c2ccccc2)c([2H])c1[2H]	3	-3	3	0.6	-5	2	10	-19	-0.4
